Assay outcomes from PubChem.
TAAR1 antagonist – human TAAR1 antagonism. inhibition, % at 3 µM. 360,000 tested, 1.5% active. AID 624466. CHO RD-HGA16 TAAR1, Fluo-8 calcium fluorescence, antagonist. Q96RJ0;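 active means inhibition above a per-plate cutoff, the mean inhibition of test compounds on that plate plus 3 SD, cut at about 49% in these data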;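 further: 0% = DMSO plus EC80 beta-PEA response and 100% = DMSO alone without agonist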
Target sequence (Q96RJ0 whole entry, looked up): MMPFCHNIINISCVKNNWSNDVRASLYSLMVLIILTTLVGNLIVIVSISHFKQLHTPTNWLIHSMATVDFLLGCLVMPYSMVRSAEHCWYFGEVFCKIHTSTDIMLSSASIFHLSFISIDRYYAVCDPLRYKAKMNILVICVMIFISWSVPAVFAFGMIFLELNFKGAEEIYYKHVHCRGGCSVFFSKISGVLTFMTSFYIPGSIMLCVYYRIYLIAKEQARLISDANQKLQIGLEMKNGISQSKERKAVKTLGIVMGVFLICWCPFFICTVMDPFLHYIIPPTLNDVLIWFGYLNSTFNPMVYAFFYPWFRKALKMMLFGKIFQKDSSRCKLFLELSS
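Test system: hTAAR1-expressing CHO RD-HGA16 cells, Gα16-coupled; Probe or stimulus: EC80 β-phenethylamine stimulus; Compound dosing: single nominal final test compound concentration of 3 µM; Timing: 140 s kinetic read after compound, 140 s after agonist; Signal: Fluo-8 calcium-sensitive fluorescence; Measure: % inhibition of agonist calcium response; Controls: DMSO and EC80 PEA controls.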
CHO-K1 Ca PAM – nonselective activator or artifact in parental CHO-K1 calcium assay. ATP EC20, Fluo-8 calcium fluorescence; 0% at ATP EC20, 100% at ATP max. activation, % at 3 µM. 360,000 tested, 0.02% active. AID 602247;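 active means activation above the run cutoff, the mean activation of all test compounds plus 3 SD, cut at about 40% in these data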;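 further: peak over basal fluorescence ratio in a 140 s read after ATP addition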
CHRM5 antagonist – blocks acetylcholine activation of human M5 receptor; 360,000 tested, 0.59% active; inhibition, % at 3 µM; CHO-hM5 cells, Fluo-8 calcium fluorescence, ACh EC80;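 active means inhibition above a per-plate cutoff, the mean of that plate's test compounds plus 3 SD, cut at about 27% in these data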;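 further: 0% = acetylcholine EC80 with DMSO and 100% = DMSO without agonist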
Target sequence (P08912 whole entry, looked up): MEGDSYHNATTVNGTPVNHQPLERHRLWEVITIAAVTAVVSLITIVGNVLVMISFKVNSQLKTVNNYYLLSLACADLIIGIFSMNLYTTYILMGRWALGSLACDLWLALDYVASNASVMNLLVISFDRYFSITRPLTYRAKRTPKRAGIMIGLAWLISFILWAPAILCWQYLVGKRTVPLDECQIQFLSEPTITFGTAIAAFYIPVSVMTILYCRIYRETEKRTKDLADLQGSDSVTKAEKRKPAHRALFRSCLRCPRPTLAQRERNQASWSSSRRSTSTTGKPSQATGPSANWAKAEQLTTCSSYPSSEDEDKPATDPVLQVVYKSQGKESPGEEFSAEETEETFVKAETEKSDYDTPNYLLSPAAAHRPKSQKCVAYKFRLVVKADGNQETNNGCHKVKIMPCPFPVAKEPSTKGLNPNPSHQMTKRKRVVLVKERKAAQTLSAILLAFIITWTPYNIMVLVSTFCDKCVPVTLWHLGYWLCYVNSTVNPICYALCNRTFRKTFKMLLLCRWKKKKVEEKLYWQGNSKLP
CRFR2-BP antag – blocks CRF-induced signaling of the CRF-BP/CRF-R2 complex | HEK293 CRF-R2/CRF-BP, CRF-induced calcium fluorescence | inhibition, % at 11.8 µM | 350,000 tested, 0.59% active | AID 588475;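 active means inhibition of the ligand-induced calcium signal above about 50% at the single tested concentration, limit read from the data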
CHRM5 agonist – agonists of human muscarinic M5 receptor (CHRM5); activation, % at 3 µM; AID 624037; P08912; CHO-K1 hM5 cells, Fluo-8 calcium fluorescence; 0% DMSO wells, 100% maximal acetylcholine response; 360,000 tested, 0.19% active;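 active means activation above the run's mean over test compounds plus 3 SD, cut at about 23% in these data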;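 further: signal is peak over basal fluorescence ratio across the kinetic read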
CRFR2-BP ag – agonists of human CRF-binding protein/CRF-R2 receptor complex. HEK293 CRF-R2/CRF-BP, calcium dye fluorescence (FLIPR); percent of saturating CRF peptide response. 350,000 tested, 0.46% active. AID 588473. activation, % at 13.2 µM;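 active means activation of at least 50%, plus an integration ratio under a set limit after plate pattern correction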;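 further: plate controls were neutral control wells without compound for no effect and CRF at EC100 for full effect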
M4 PAM – potentiates acetylcholine response at human M4 receptor; CHO-K1 hM4/Gqi5, Fluo-8 calcium fluorescence, ACh EC20; 0% = ACh EC20, 100% = maximal ACh; activation, % at 3 µM; 360,000 tested, 0.4% active; AID 624126;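 active means activation above its plate's cutoff, the mean activation of sample wells plus 3 SD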; further: some results filed as inactive read as strong as hits
M5 PAM – potentiates acetylcholine response at human M5 receptor | CHO-K1 hM5, Fluo-8 calcium, ACh EC20 PAM; 0% = ACh EC20, 100% = ACh EC100 | 360,000 tested, 0.3% active | P08912 | AID 624038 | activation, % at 3 µM;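 active means activation above the run cutoff, the mean activation of all test compounds plus 3 SD, cut at about 18% in these data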
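Assay system – human M5 receptor in CHO-K1 cells · Read-out – % activation, ACh-normalized · Technique – Fluo-8 calcium fluorescence · Dosing – single-point, 3 µM nominal · Incubation – Fluo-8 loading 80 min at 37 °C plus 30 min room temperature · Repeats – singlicate, one well per test compound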
TAAR1 agonist – agonists of human TAAR1. CHO RD-HGA16 TAAR1, Fluo-8 calcium fluorescence; vehicle wells 0%, saturating PEA agonist 100%. activation, % at 3 µM. 360,000 tested, 0.99% active;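 active means activation above the mean activation of all test compounds in the run plus 3 SD, cut at about 38% in these data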
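System: CHO RD-HGA16 cells carrying human TAAR1 plus Gα16; Incubation: 17-24 h seeding, 75 min 37 °C dye, 30 min RT; Measured by: Fluo-8 fluorescence, 5 s baseline then 140 s kinetic read; Control set: DMSO and PEA EC100; Replication: single well for each compound.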
Numbers without * were called inactive; . = no result given.

compound	TAAR1 antagonist	CHO-K1 Ca PAM	CHRM5 antagonist	CRFR2-BP antag	CHRM5 agonist	CRFR2-BP ag	M4 PAM	M5 PAM	TAAR1 agonist
CCN(CC)CCOC(=O)/C=C/c1ccccc1	-44	-25	10	6	-6	-1.5	-4	-5	2
Cc1ccc(C)c(N(CC(=O)NC2CCCC2)C(=O)c2csnn2)c1	-8	18	5	0	-3	-0.1	-1	-2	12
O=C1NC2(CCCCC2)C(=O)N1CCS(=O)(=O)Oc1ccc(Br)cc1	-5	19	-4	-26	3	-1.1	-5	1	4
CCC(C)NC(=O)c1cn(CCOC)c(=O)c2c1c1ccccc1n2C (stereo not given)	-9	-7	6	-1	-3	-2.1	1	-2	2
CC(OC(=O)CC1CC2CCC1C2)C(=O)Nc1cccc(S(=O)(=O)N2CCOCC2)c1 (stereo not given)	-2	3	14	3	-2	-1.3	-6	-9	3
COc1ccc(S(=O)(=O)NCCc2cc3ccc(C)c(C)c3[nH]c2=O)cc1	-8	7	7	-12	4	0.0	-5	-10	1
COC(=O)c1ccc(NC(=O)c2cccc(C)c2[N+](=O)[O-])cc1	8	33	6	6	0	-0.5	-3	1	3
CCCC(c1nnnn1CCc1ccccc1)N1CCN(C(=O)c2ccco2)CC1 (stereo not given)	-13	2	-2	-20	-4	-2.2	-10	-1	5
CCOC(=O)Cc1csc(NC(=S)NC(=O)CC(C)C)n1	8	1	15	-3	-2	1.1	2	-8	4
COc1ccc(NC(=O)COC(=O)c2ccc3ccccc3n2)cc1	-26	-10	1	-4	-3	0.7	1	1	14
CCN1CCN(c2nc(N(C)c3ccccc3)nc(N)c2[N+](=O)[O-])CC1	-2	5	7	6	-19	2.2	-16	-2	1
Cc1cc(CN2C(=O)c3ccccc3C2=O)on1	-4	15	-3	-8	-2	1.9	12	5	13
CC1=C/C(=N\NC(=O)c2ccccc2)CC1	-15	-13	5	2	0	-0.8	4	6	4
CCOc1cc(NCCN2CCOCC2)c([N+](=O)[O-])cc1OCC	-3	-27	13	1	-1	-0.4	-13	-5	-4
c1cncc(Nc2nc(-c3cccnc3)cs2)c1	17	-9	15	-16	-3	0.7	1	-9	1
CN(CC(=O)Nc1ccccc1C(=O)N1CCCC1)S(=O)(=O)c1ccc(Cl)cc1	-5	23	-3	-7	0	-1.1	-9	-2	9
CC(C)N(C(=O)CSc1ncnc2sc(-c3ccccc3)cc12)C(C)C	-13	18	-3	-11	-2	2.4	3	1	6
Cc1ccc(Oc2cc(NC(=O)CCCn3nc([N+](=O)[O-])c(Cl)c3C)cc([N+](=O)[O-])c2)cc1	-6	9	-4	6	0	-0.4	-8	8	1
Cc1cc(F)ccc1S(=O)(=O)Nc1ccccc1C(=O)NCc1ccccn1	11	18	-3	3	-1	1.4	4	3	1
O=C(OCCN1CCCCC1)c1cccc(F)c1	-24	14	-4	10	-23	-0.2	0	4	7

(further entries)
compound	TAAR1 antagonist	CHO-K1 Ca PAM	CHRM5 antagonist	CRFR2-BP antag	CHRM5 agonist	CRFR2-BP ag	M4 PAM	M5 PAM	TAAR1 agonist
O=C(Nc1ccccc1C(=O)N1CCN(Cc2ccccc2)CC1)c1ccc(F)cc1	-5	9	9	-19	-1	-3.4	-4	-1	2
Cc1ccc2c(c1)C1CN(C)CCC1N2S(=O)(=O)c1cc(C(F)(F)F)ccc1Cl (stereo not given)	-5	-19	10	-7	-1	2.8	4	-7	4
O=C(Nc1ccccc1-c1ccccc1)c1ccc(Br)o1	-8	21	-11	-1	-15	2.6	2	3	18
Cc1ccc(-n2ccnc2SCC(=O)c2c(N)n(C3CC3)c(=O)[nH]c2=O)cc1C	-1	6	8	-8	3	-0.5	-5	2	7
O=C(Nc1ccc(OC(F)(F)F)cc1)Nc1cccnc1	6	-2	17	-3	1	2.4	-12	-12	6
CCc1ccccc1N(C(C)=O)c1nc(CCl)cs1	-5	4	3	13	-3	-0.4	5	5	4
CC(NC(N)=O)C(=O)Nc1ccc(Cl)c(S(=O)(=O)Nc2ccc(Cl)cc2)c1 (stereo not given)	12	-9	-5	-2	-3	-1.1	2	7	1
Cc1nn2c(nc(N3CCCCC3)c3ccccc32)c1C=O	3	8	-3	12	1	-0.5	2	-1	-2
S=C(NCCN(C1CCCCC1)C1CCCC1)Nc1cccc(Cl)c1	19	12	19	-39	2	4.7	-7	-10	23
Cc1ccc(CN2CCN(Cc3cccn3-c3ccccn3)CC2CCO)cc1 (stereo not given)	-29	19	0	-1	-6	0.9	0	-1	3
CC(C)C[C@H]1CN(CCCC[C@H]2CNC(=O)C(=O)N2Cc2ccccc2)C(=O)C(=O)N1CCc1ccc(O)cc1	-12	14	-4	.	-7	.	1	0	2
CN1CCCN(C(=O)c2ccc(Cl)s2)CC1	-28	-14	-4	3	-8	0.1	2	-9	6
CC(/C=C1\SC(=O)N(CCCC(=O)O)C1=O)=C\c1ccccc1	-6	23	2	-2	1	2.9	5	3	4
O=C(Cn1nnc(-c2cccs2)n1)NNC(=O)c1ccccc1Cl	17	22	1	1	1	-4.2	16	3	1
CC(=O)c1ccc(N2C(=O)[C@@H]3C(C(=O)CCN4C(=O)c5ccccc5C4=O)=NN[C@@H]3C2=O)cc1	-3	8	8	11	-1	0.0	-1	-1	2
COc1ccc(CNC(=O)c2cccc3c2C(=O)N(Cc2cccnc2)C3)cc1	-4	-4	-6	3	-1	-1.2	4	7	3
COc1ccc(/C=N/N2CCN(c3ccccc3OC)CC2)cc1OC	5	-7	1	-10	1	-3.3	6	-2	6
CCOc1ccc(S(=O)(=O)N(CC(=O)NC2CCCC2)c2ccc(F)cc2)cc1	6	-10	-2	3	-2	3.5	-2	-4	0
CCOC(=O)Cc1csc(NC(=O)c2cccnc2)n1	-1	17	-1	5	3	1.4	-3	-2	14
O=C(NCc1csc2ccc(Cl)cc12)Nc1ccccc1	-11	7	1	9	1	2.6	-6	5	-1

The list goes on:
compound	TAAR1 antagonist	CHO-K1 Ca PAM	CHRM5 antagonist	CRFR2-BP antag	CHRM5 agonist	CRFR2-BP ag	M4 PAM	M5 PAM	TAAR1 agonist
CCCCSCc1nc2ccccn2c1Br	2	18	4	-16	-1	2.5	-2	1	1
CC1CC(c2ccccc2)n2nc(N3C(=O)c4ccccc4C3=O)nc2N1 (stereo not given)	1	1	-6	-13	-1	1.9	1	0	4
C[C@H]1CNC(=O)c2c(C(=O)N[C@@H](Cc3c[nH]c4ccccc34)C(=O)OC(C)(C)C)ncn21	-6	-15	7	-17	1	0.7	-4	2	3
CN(C)S(=O)(=O)c1cccc(NC(=O)c2cc3c(=O)n4ccccc4nc3s2)c1	-3	19	12	-2	1	1.2	6	-4	2
C/C(=N\NC(=O)c1nn(C)c(C)c1Br)c1cccc(NC(=O)c2ccc(F)cc2)c1	10	12	1	2	0	-1.8	-9	-4	2
CCOC(=O)Cn1c(CN2CCc3ccccc3C2)nc2c1c(=O)n(C)c(=O)n2C	2	18	1	2	1	-0.5	3	0	2
CCCNC(=O)Cn1cccc1C(=O)c1ccccc1	-2	13	2	0	2	-1.6	12	-1	18
CC(C)(C)OC(=O)N(Cc1ccccc1)Cc1ccccc1OCc1cccc(NC(=O)c2ccccc2)c1	-1	3	-3	-9	0	-0.1	-5	0	0
Cc1cccc(N(Cc2nnc3n2CCCCC3)C(=O)Nc2ccccc2)c1	2	20	3	10	1	-1.5	12	0	0
COc1nc(-c2cccs2)cc(-c2ccc(C)cc2)c1C#N	6	11	-1	-7	-1	3.6	8	0	2
Cc1ccc(Cl)cc1Nc1nc(-c2sc(NC(=O)c3ccco3)nc2C)cs1	36	6	-6	-1	0	0.8	10	6	8
CC(NC(=O)CCc1nnc(C2CCCCC2)o1)c1ccc(F)cc1 (stereo not given)	1	-1	0	-6	-1	-3.1	-10	-1	3
Cc1ncc(C(=O)O)c(C(=O)O)c1N	-7	5	4	10	1	-0.3	0	1	6
CCOc1ccccc1NC(=O)C(=O)NCC1CCCN1CC (stereo not given)	-5	17	-8	7	-4	0.2	6	6	4
COc1cccc(CNc2nc3ccccc3n2C)c1O	0	-7	-2	18	-2	-0.6	5	1	5
CCCCCN(C(=O)CN(C)Cc1ccc(OC)cc1OC)c1c(N)n(CCCC)c(=O)[nH]c1=O	-11	15	3	-4	-1	5.3	-5	-3	-3
COC(=O)C1CN(S(=O)(=O)c2ccc(NC(C)=O)cc2)CCS1 (stereo not given)	3	5	0	3	-3	2.4	-1	8	-3
COc1ccc(CN2CCN(C(=O)Cn3c(=O)oc4cc(Cl)ccc43)CC2)c(OC)c1OC	-9	0	1	6	0	-1.6	0	-3	4
CCOc1ccc(NC(=O)c2ccc(CC)s2)c([N+](=O)[O-])c1	-27	25	1	-15	3	-0.5	3	10	-1

Profiles from above. Screens in order: TAAR1 antagonist | CHO-K1 Ca PAM | CHRM5 antagonist | CRFR2-BP antag | CHRM5 agonist | CRFR2-BP ag | M4 PAM | M5 PAM | TAAR1 agonist
CN(C)S(=O)(=O)c1cccc(NC(=O)c2cc3c(=O)n4ccccc4nc3s2)c1 as listed: -3 | 19 | 12 | -2 | 1 | 1.2 | 6 | -4 | 2
CCOc1ccccc1NC(=O)C(=O)NCC1CCCN1CC (stereo not given) as listed: -5 | 17 | -8 | 7 | -4 | 0.2 | 6 | 6 | 4
